# hERG WT inh = blocks the wildtype human KCNH2 potassium channel; 0.37% of 340,000 active; U2OS, BacMam KCNH2, thallium flux FluxOr; hits give low values; Q12809; activity change, % at 1.84 µM; AID 720551;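 active = maximum activity change below -70%; inconclusive = maximum activity change between -70% and -50%; inactive = maximum activity change above -50%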; note: % is set by controls: 0 for no effect and ±100 for the full control effect
# Target sequence (Q12809 whole entry, looked up): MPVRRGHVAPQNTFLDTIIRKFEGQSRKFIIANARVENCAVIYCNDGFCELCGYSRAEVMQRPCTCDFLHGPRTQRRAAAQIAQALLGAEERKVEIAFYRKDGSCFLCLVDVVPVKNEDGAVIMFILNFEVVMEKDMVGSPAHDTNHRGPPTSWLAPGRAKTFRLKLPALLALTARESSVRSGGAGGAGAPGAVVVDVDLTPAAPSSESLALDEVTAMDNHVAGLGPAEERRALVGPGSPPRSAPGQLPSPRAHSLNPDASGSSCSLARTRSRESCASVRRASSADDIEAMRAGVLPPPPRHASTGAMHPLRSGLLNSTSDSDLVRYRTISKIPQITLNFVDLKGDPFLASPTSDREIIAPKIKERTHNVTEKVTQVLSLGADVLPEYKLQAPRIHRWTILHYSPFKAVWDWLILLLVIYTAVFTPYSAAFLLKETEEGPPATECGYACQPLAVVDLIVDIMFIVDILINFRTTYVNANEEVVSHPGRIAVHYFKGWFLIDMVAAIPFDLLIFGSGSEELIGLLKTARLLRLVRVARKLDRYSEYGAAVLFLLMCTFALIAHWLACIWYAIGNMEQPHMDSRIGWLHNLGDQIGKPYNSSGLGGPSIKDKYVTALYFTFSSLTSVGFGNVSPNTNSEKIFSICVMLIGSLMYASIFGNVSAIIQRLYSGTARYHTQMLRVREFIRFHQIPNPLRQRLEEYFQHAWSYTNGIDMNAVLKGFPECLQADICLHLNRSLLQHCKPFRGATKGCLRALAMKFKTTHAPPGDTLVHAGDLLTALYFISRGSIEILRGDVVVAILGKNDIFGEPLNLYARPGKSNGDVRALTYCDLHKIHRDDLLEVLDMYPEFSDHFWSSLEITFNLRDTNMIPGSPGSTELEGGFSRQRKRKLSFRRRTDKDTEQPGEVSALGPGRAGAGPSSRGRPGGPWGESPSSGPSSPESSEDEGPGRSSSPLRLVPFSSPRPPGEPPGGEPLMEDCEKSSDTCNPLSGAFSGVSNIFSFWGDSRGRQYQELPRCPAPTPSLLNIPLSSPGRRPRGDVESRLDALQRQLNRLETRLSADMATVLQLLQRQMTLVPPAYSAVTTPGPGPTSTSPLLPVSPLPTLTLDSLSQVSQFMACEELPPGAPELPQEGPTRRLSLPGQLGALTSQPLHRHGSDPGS
#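 U2OS cells transduced with wild-type KCNH2 virus are loaded with FluxOr dye for 45 min, and thallium flux is measured in kinetic reads before and after stimulation buffer. Rate constants are normalized to DMSO controls.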
# Menin-MLL TR inh = inhibitors of human menin-MLL interaction, mutant MLL peptide; Menin + Texas Red MLL mutant peptide, fluorescence polarization; Potency, µM (titrated, usually from 61.6 µM), for the others: top-dose FP activity change, negative = inhibition, actives largely listed as inhibitors; 0.23% of 270,000 active; active = well fitted inhibition curve with a large enough effect in the polarisation, with a control signal flat, not every such curve was filed as active; inconclusive = small, poorly fitted or top-dose-only effect, or effect the other way, or a change in a side signal; inactive = no such curve, though single readings can be large or run the other way; the % refers to the polarisation; note: potency is the fitted concentration of half-maximal effect; % of control where 0% means no effect; many of its hits are not listed in these tables
# Mito fusion act = inhibitors of mitochondrial division or activators of mitochondrial fusion. S. cerevisiae fusion-defective mutant growth rescue, CellTiterGlo 48 h. 0.23% of 320,000 active. Potency, µM (series often up to 46.1 µM), for the others: at the top dose growth rescue (activation), actives largely listed as activators. AID 485298;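 note: potency is the fitted concentration of half-maximal effect; % of control where 0% means no effect; nearly all actives have a fitted effect of over 45% in size; temperature-sensitive fusion mutants such as fzo1-1 at 37 °C on non-fermentable ethanol glycerol medium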
#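 Growth-rescue viability read-out: after 48 h at the non-permissive 37C in glycerol/ethanol YPEG, yeast mitochondrial fusion mutants are measured by CellTiterGlo luminescence; compounds (23 nl pinned per well) restoring growth score as division inhibitors or fusion activators.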
# ASM inhibitor = inhibitors of human secretory acid sphingomyelinase. 0.006% of 340,000 active. placental ASM, HMU-PC fluorogenic substrate, 60 min. Potency, µM (doses to about 57.5 µM), inactives show top-dose activity change, negative = inhibition, most hits filed as inhibitors. P17405; note: potency is the fitted concentration of half-maximal effect
#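 Human placenta-derived ASM enzyme was preincubated with compound for 10 minutes at room temperature, then given fluorogenic substrate HMU-PC0 (9 uM final) for 60 minutes at 37 °C; a pH 10 stop preceded fluorescence reading at Ex 386/Em 447 nm.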
# Eya2 phos inh = blocks the phosphatase activity of human Eya2; recombinant Eya2, OMFP fluorescence dephosphorylation (OMFP is methylfluorescein phosphate); Potency, µM (highest dose often 76.9 µM), for inactives: at the highest dose activity, negative = inhibition, most hits filed as inhibitors; AID 488837; O00167; 0.006% of 330,000 active; note: potency is the fitted concentration of half-maximal effect; % is set by controls: 0 for no effect and ±100 for the full control effect
#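 Eya2 (0.2 uM) preincubated 10 min at ambient with compound, then OMFP substrate added at 50 uM; 10 min reaction in 50 mM HEPES pH 7.5, 50 mM NaCl, 5 uM MgCl2, 0.05% BSA, 1 mM DTT. Fluorescence read at Ex 485/Em 525 nm.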
# MBNL1-CUG inh = blocks human MBNL1 binding to CUG repeat RNA; Q9NR56; Potency, µM (highest dose often 57.5 µM), without a hit: top-dose activity change, negative = inhibition, actives largely listed as inhibitors; 0.036% of 280,000 active; AID 2675; TR-FRET MBNL1-His/biotin-(CUG)12 binding, 665/545 ratio; active = well fitted inhibition curve with a large enough effect in the signal ratio, with a control signal flat, not every such curve was filed as active; inconclusive = small, poorly fitted or top-dose-only effect, or effect the other way, or a change in a side signal; inactive = no such curve, though single readings can be large or run the other way; the % refers to the signal ratio; note: potency is the fitted concentration of half-maximal effect; % is set by controls: 0 for no effect and ±100 for the full control effect
#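 Compounds (final 92 nM to 58 uM) are added to His-tagged MBNL1 and biotin-(CUG)12, then terbium anti-His antibody and streptavidin-XL665 (5 nM final). After 60 min at room temperature, the 665/545 nm ratio is read.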
# GALK inhibitor = galactokinase (human) inhibition; P51570; Purified GALK, Kinase-Glo residual ATP luminescence; Potency, µM (doses to about 57.5 µM), without a hit: top-dose activity change, negative = inhibition, usual class: inhibitors; 0.007% of 270,000 active; note: potency is the fitted concentration of half-maximal effect; % is set by controls: 0 for no effect and ±100 for the full control effect
#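 5 nM enzyme, 35 uM ATP, 100 uM galactose, 20 mM HEPES pH8.0, 5 mM MgCl2; 1 h RT; residual ATP by Kinase-Glo Plus luminescence, qHTS format.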
# PKM2 act = activators of human pyruvate kinase M2; purified PKM2, Kinase-Glo ATP luminescence, activation; response scale: 0% is enzyme alone, no compound; Potency, µM (doses to about 57.5 µM), for inactives: at the top dose activation, actives largely listed as activators; 0.34% of 260,000 active; AID 1631; note: potency is the fitted concentration of half-maximal effect; % is set by controls: 0 for no effect and ±100 for the full control effect; nearly all actives have a fitted effect of over 55% in size
#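 Purified hPK-M2 (>95%) run at intermediate activity with 0.1 mM ADP and 0.5 mM PEP in 50 mM imidazole pH 7.2, KCl, MgCl2; 1 h room temperature. ATP formed read by Kinase-Glo luminescence; normalized to uninhibited and no-enzyme controls.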
# Chronic BCR inh = inhibitors of chronic active B-cell receptor signaling; ABC-DLBCL IkBa-CBG/CBR reporter, luminescence ratio, 4 h; Potency, µM (titrated, usually from 46.1 µM), for the others: at the highest dose ratio change, negative = lower green/red ratio, hits mostly inhibitors; 0.05% of 340,000 active; active = well fitted inhibition curve with a large enough effect in the signal ratio, with a control signal flat, not every such curve was filed as active; inconclusive = small, poorly fitted or top-dose-only effect, or effect the other way, or a change in a side signal; the % refers to the signal ratio;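 note: potency is the fitted concentration of half-maximal effect; plate controls were basal doxycycline-induced cells for no effect and cells given 10 µM MG132 for full effect; MG132 reads +100%, hits lower the ratio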
#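 Doxycycline induced both beetle luciferases in TMD8 lymphoma cells; IKK-driven degradation limits the IkappaBalpha-fused green signal, while red luminescence normalises for cell number and nonspecific effects. Compounds tested up to 46 uM, 4 hrs.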
# USP2a inh = inhibitors of human ubiquitin-specific protease USP2a; O75604; USP2 core, Ub-CHOP2 coupled fluorogenic reporter, 485/531; Potency, µM (doses to about 38.3 µM), inactives show at the highest dose activity change, negative = inhibition, actives largely listed as inhibitors; 0.01% of 330,000 active;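 note: potency is the fitted concentration of half-maximal effect; plate controls were DMSO wells for no effect and full inhibition by NEM control for full effect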
#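 USP2 core (10nM final) preincubated 30min RT with compound in 20mM Tris-HCl pH 8.0, 2mM CaCl2, 2mM beta-mercaptoethanol, 0.05% CHAPS; 25nM Ub-CHOP2 plus 25nM reporter substrate added, fluorescence (Ex485/Em531) read after 60min.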
# TSHR antag = human thyrotropin receptor antagonism; P16473; TSHR-expressing cells, TSH-stimulated cAMP HTRF, 2 h; hits give low values; activity change, negative = inhibition, % at 11.5 µM; 0.2% of 330,000 active; AID 504810;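 active = activity change below a set negative limit, meaning inhibition stronger than a set level, cut at about -70% in these data; inconclusive = activity change between two set negative limits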; note: % is set by controls: 0 for no effect and ±100 for the full control effect
#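 Competitive HTRF cAMP read-out (cryptate anti-cAMP antibody, cAMP-d2; 30 min, room temperature) in freshly harvested TSHR cells. Compounds added before TSH at EC80 (4nM final), followed by 2 hours' incubation at 37 deg C.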
# * marks the source's active call; other numbers are inactive results; ? = inconclusive; nt = no result given; [ ] = remark or other dose. Unless noted, calls come from the whole dose curve; as a rule, active = well fitted curve in the direction sought with a large enough effect; inconclusive = small, poorly fitted or top-dose-only effect, or another doubt; inactive = no such curve, though single readings can be large; an effect the other way counts as inactive or inconclusive.
SMILES,hERG WT inh,Menin-MLL TR inh,Mito fusion act,ASM inhibitor,Eya2 phos inh,MBNL1-CUG inh,GALK inhibitor,PKM2 act,Chronic BCR inh,USP2a inh,TSHR antag
NC(=O)CSc1ccc(-c2ccc(F)cc2)nn1,-10,-14%,-4%,-1%,6%,-11%,12%,-2%,0%,5%,15
O=C(O)C1CC=C(Cl)CC1C(=O)NC1CCCCC1 (configuration not stated),1,nt,0%,5%,-9%,-1%,5%,-9%,1%,-2%,-16
CCN(CC(=O)Nc1ccc(NC(C)=O)cc1)C(=O)c1ccc2ccccc2c1,5,nt,6%,-2%,-7%,nt,nt,nt,5%,0%,7
O=C(O)CCCN1C(=O)/C(=C\c2ccccc2OCc2ccccc2)SC1=S,4,nt,23%,-2%,-14%,10%,-3%,nt,?,-7%,-11
O=C(Nc1ccc(N2CCN(C(=O)c3ccco3)CC2)c(Cl)c1)c1cc2ccccc2o1,-24,4%,-1%,-5%,2%,2%,1%,-3%,?,1%,?
NNC(=O)CNC(=O)C12CC3CC(CC(C3)C1)C2,-1,?,-2%,3%,2%,-8%,-1%,3%,?,-2%,-30
O=C(CN1CCN(S(=O)(=O)c2cc(C(F)(F)F)ccc2Cl)CC1)N1CCc2ccccc2C1,9,nt,16%,2%,-4%,nt,nt,nt,-1%,4%,6
C/C(=N/NC(=O)CSc1nc2ccccc2s1)c1ccncc1,2,nt,6%,-2%,-5%,nt,0%,-5%,?,1%,-8
O=C(Nc1ccc2c(c1)OCO2)c1ccccc1SCC(=O)N1CCCC1,-4,0%,3%,5%,-4%,11%,1%,1%,-22%,-2%,-2
Cc1nc2c(c(N3CCOCC3)n1)OCC(=O)N2,1,0%,-2%,-2%,1%,-12%,6%,-1%,-2%,-6%,8
CN(C(=O)c1nn(C)c2c1CSc1ccccc1-2)c1ccc(F)cc1,-15,2%,?,-1%,-1%,3%,-2%,0%[0.46 µM],1%,1%,12
CC(CNC(=O)CCS(=O)(=O)c1cc2c(cc1Cl)NC(=O)CO2)c1ccccc1 (configuration not stated),-1,5%,0%,2%,2%,-12%,nt,-33%,-3%,3%,9
Clc1nc2c(ccc3ccccc32)[nH]1,2,nt,9%,-3%,12%,-6%,-1%,-3%,?,-1%,0
Cc1ccccc1CSCC(=O)NNC(=S)NCC1CCCO1 (configuration not stated),-3,nt,-10%,0%,-10%,0%,6%,-2%,1%,-1%,12
O=C(NCc1ccccc1F)C(c1ccccc1)c1ccccc1,-6,0%,-11%,2%,6%,2%,-1%,nt,3%,-1%,-5
COC(=O)CN1C(=O)C2(C(C#N)=C(N)Oc3cc(C)oc(=O)c32)c2ccccc21 (configuration not stated),-5,-12%,1%,-1%,4%,-18%,-1%,24%,1%,4%,7
Cc1ccc(-c2nn(CC(=O)NCc3cc(-c4nn(C)c(=O)c5ccccc45)ccc3C)c(=O)c3ccccc23)cc1,19,-7%,-1%,-8%,15%,7%,2%,-1%,-8%,1%,6
CN(C)/C=C/C(=O)c1cnc(-c2ccc(Cl)cc2)s1,-11,6%,-3%,-3%,-1%,?,9%,nt,?,2%,2
N#Cc1cc(-c2ccccc2)nnc1Sc1ccccc1,3,8%,-2%,-1%,-10%,-11%,0%,-1%,?,2%,4
COc1ccc(Cl)cc1NC(=O)CN(C(=O)c1ccco1)C1CCCCC1,-4,2%,?,3%,-3%,8%,0%,1%,7%,-1%,6
CC(=O)C1C(c2ccc(F)cc2)c2c(noc2C)CC1(C)O (configuration not stated),2,nt,1%,5%,-20%,-1%,0%,-3%,5%,1%,2
O=C(C1CCCO1)N1CCN(S(=O)(=O)c2ccc(Br)cc2)CC1 (configuration not stated),2,nt,4%,-2%,-4%,-6%,3%,11%,0%,0%,1
CCN(CCO)C(=O)c1ccc2oc(Cc3ccc(Cl)cc3)nc2c1,0,5%,3%,1%,14%,0%,-2%,-1%,-3%,-1%,-16
COc1ccc(Oc2ccc(N/C=C3\CCCC3=O)cc2)cc1,16,0%,13%,7%,-8%,nt,-1%,-2%,-14%,3%,-20
COCCNC(=O)NC(=O)COC(=O)Cc1ccc2c(c1)OCCO2,-4,3%,1%,3%,-1%,-9%,1%,-3%,?,0%,3
Cc1ccc(-n2nc3c(=O)n(CC(=O)NCCc4ccco4)nc(C)c3c2C)cc1,0,-2%,19%,-2%,3%,-1%,-3%,nt,0%,3%,29
COc1c(O)cc2oc(-c3ccc(O)c(O)c3)cc(=O)c2c1O,-5,?,26%,-8%,7%,13%,-1%,-3%,?,1%,0
CC(CNC(=O)c1cc(COc2c(F)cccc2F)on1)Oc1cccnc1 (configuration not stated),-3,-13%,-2%,0%,8%,-2%,-9%,nt,0%,0%,1
CCOC(=O)Cn1cc(C#N)c2ccccc21,-3,15%,2%,4%,6%,-3%,11%,-2%,-4%,0%,-1
CC(=O)c1ccc(NC(=S)NCCCN2CCOCC2)cc1,2,3%,0%,-1%,?,-3%,-1%,2%,6%,4%,35
COc1ccc(S(=O)(=O)N2CCOCC2)cc1N(C)S(=O)(=O)c1ccc(C)cc1,0,nt,0%,4%,2%,-2%,0%,-1%,-1%,0%,24
Cc1noc(C)c1COc1cccc(C(=O)OC(C)C#N)c1 (configuration not stated),-8,5%,-4%,4%,-5%,-4%,0%,3%,0%,9%,2
COc1ccc(CNC(=O)CN(Cc2ccco2)C(=O)CNS(=O)(=O)c2ccc(F)cc2)cc1,7,nt,-2%,0%,-8%,-2%,-1%,nt,-7%,1%,0
O=C(N/N=C/c1cn(-c2ccccc2)nc1-c1cccnc1)c1ccccc1,5,11%,-1%,-9%,5%,18%,6%,1%,?,-8%,-11
O=C(C1CC(=O)N(c2ccc3c(c2)OCCO3)C1)N1CCN(c2ccccc2)CC1 (configuration not stated),-17,4%,-3%,3%,-3%,-9%,-1%,5%,3%,4%,1
Cc1cc(=O)oc(C)c1C(=O)N[C@@H](Cc1ccccc1)C(=O)O,5,-9%,-8%,-9%,7%,-9%,-3%,nt,0%,-2%,-3
CCN(CC)S(=O)(=O)c1cc(NC(=O)C2Cc3ccccc3C(=O)O2)ccc1C (configuration not stated),2,nt,6%,0%,-3%,2%,-1%,3%,6%,-2%,-2
CCCSc1nnc(N)s1,-9,9%,-4%,3%,-6%,-13%,nt,2%,4%,1%,0
NC(=O)CSc1nnc(Cc2ccc3c(c2)OCO3)n1C1CCCCC1,0,-5%,-1%,5%,4%,-2%,3%,4%,0%,-2%,-5
O=C(CCC1CCCC1)NCCCNC(=O)CCC1CCCC1,-1,-1%,-4%,2%,2%,-6%,-3%,2%,0%,-1%,19
COc1cc(OC)c(C2N(c3ccc(Cl)c(Cl)c3)C(=O)C3CCCN32)cc1OC (configuration not stated),-2,-13%,-5%,0%,-11%,7%,1%,0%,-2%,1%,5
Cc1ccc(C)c(S(=O)(=O)N2CCN(C(=O)C3CCN(c4ncnc5sc(C)c(C)c45)CC3)CC2)c1,-2,nt,?,-1%,6%,nt,nt,nt,?,-6%,-49
CC(Sc1nc2c(cc1C#N)CCCCC2)C(=O)O (configuration not stated),-5,8%,9%,1%,6%,4%,-3%,-4%,2%,9%,-8
N#CCCN1CCN(Cn2c3ccccc3c3ccccc32)CC1,-2,3%,-2%,-3%,6%,-1%,1%,-7%,0%,0%,-10
CCCN1CCC(=O)N([C@H](CSc2ccc(C)cc2)c2ccccc2)CC1,nt,nt,-10%,1%,-1%,-2%,-4%,1%,-1%,-2%,5
Cc1[nH]c(=O)c(C#N)c(C)c1Br,-30,7%,-2%,-3%,-9%,4%,-1%,1%,?,3%,3
COc1ccc(N2CCN(C(=O)c3oc4ccccc4c3NC(=O)Cc3ccc(OC)c(OC)c3)CC2)cc1,2,0%,3%,-8%,4%,0%,9%,1%,-3%,0%,18

# Screening results deposited in PubChem by National Center for Advancing Translational Sciences (NCATS).

# Not all compounds are listed (hit frequency here may not be typical).
